HepG2 tox: qHTS for Inhibitors of TGF-b: Cytotox Counterscreen. HepG2 CAGA-GFP viability, ATP luminescence, 18 h. Potency, µM (doses to about 46.1 µM), inactives show at the highest dose activity change, negative = cytotoxicity, actives largely listed as cytotoxic. actives 0.76% (n = 410,000); note: potency is the fitted concentration of half-maximal effect; some results filed as inactive show a strong effect at the top dose
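CellTiter-Glo luminescence gave cytotoxicity after 18 hours at 37 degrees C. The cells were HepG2 CAGA-GFP in 1% FBS DMEM, stimulated with 500 pg/mL TGF-beta after compound addition. %Activity was normalised to no-cell wells (complete cell-killing) and DMSO (no toxicity), and curves were fitted and classified.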
IL-1B inflam inh: qHTS for Inhibitors of Inflammasome Signaling: IL-1-beta AlphaLISA Primary Screen; THP-1 LPS/ATP IL-1B secretion, AlphaLISA, 16 h; hits give low values; activity change, % at 57.5 µM; actives 4.7% (n = 360,000); in the data active = activity change below about -50%; inconclusive = mostly about -30% to -49%; note: % is set by controls: 0 for no effect and ±100 for the full control effect
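Secreted IL-1B measured by AlphaLISA bead assay after 16 h compound exposure of THP-1 cells; compounds (final up to 57.5 uM) added 1 h before LPS (250 ng/mL) and ATP (1.25 mM) stimulation; lower signal means less secretion.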
HT1080 IDH1KD tx: qHTS for induction of synthetic lethality in tumor cells producing 2HG: qHTS for the HT-1080-IDH1KD cell line | HT-1080 IDH1 knockdown viability, ATP luminescence, 48 h | Potency, µM (doses to about 46.1 µM), for inactives: at the top dose activity, negative = toxicity, usual class: cytotoxic | actives 2% (n = 360,000) | AID 686971, 2013;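 note: potency is the fitted concentration of half-maximal effect; 0% = DMSO wells and -100% = cell-free medium wells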
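After a 2 h attachment period, IDH1KD HT-1080 cells took pin-transferred compound for 48 h at 37 °C; ATP-based luminescence after 10 min room-temperature reagent incubation reported viability.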
ATXN viability: Viability Counterscreen for Primary qHTS for Inhibitors of ATXN expression | S2 cells (HEK-293 line with an ATXN2-luciferase reporter) viability, CellTiter-Fluor protease fluorescence, 24 h | Potency, µM (doses to about 56.7 µM), usual class: cytotoxic | actives 0.49% (n = 400,000); note: potency is the fitted concentration of half-maximal effect; nearly all actives have a fitted effect of over 40% in size
HT1080-NT tox: qHTS for induction of synthetic lethality in tumor cells producing 2HG: qHTS for the HT-1080-NT fibrosarcoma cell line. HT-1080-NT fibrosarcoma viability, CellTiter-Glo ATP luminescence, 48 h. Potency, µM (highest dose often 46.1 µM), without a hit: top-dose activity, negative = less viability, hits mostly cytotoxic. actives 1.6% (n = 360,000). AID 686970, 2013;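 note: NT is the 2HG producing partner of a matched IDH1 knockdown line; potency is the fitted concentration of half-maximal effect; 0% = DMSO-treated cells and -100% = media-only wells without cells; nearly all actives have a fitted effect of over 55% in size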
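Fibrosarcoma NT cells, 750 per well in 5% FBS RPMI, were exposed to compound for 48 hours. Viability: CellTiter-Glo luminescence.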
MCF10A rerep: A quantitative high throughput screen for small molecules that induce DNA re-replication in MCF 10a normal breast cells | MCF 10A DNA re-replication, Hoechst nuclear intensity, 48 h | Potency, µM (highest dose often 46.1 µM), inactives show top-dose activity, positive = re-replication, hits mostly activators | actives 2.9% (n = 350,000) | AID 624296, 2012; note: potency is the fitted concentration of half-maximal effect; % of control where 0% means no effect; nearly all actives have a fitted effect of over 50% in size
KB-3-1 tox: qHTS assay for MDR1-selective chemotherapeutics: Primary screen using the parental adenocarcinoma cell KB-3-1. KB-3-1 viability, CellTiter-Glo ATP luminescence, 72 h. Potency, µM (titrated, usually from 46.1 µM), for the others: at the highest dose activity change, negative = cytotoxic, hits mostly cytotoxic. actives 1.4% (n = 400,000). AID 1347075, 2019; note: potency is the fitted concentration of half-maximal effect; % is set by controls: 0 for no effect and ±100 for the full control effect; nearly all actives have a fitted effect of over 60% in size
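Screening of KB-3-1 cells (DMEM, 10% FBS, phenol-red free) ran from lowest to highest compound concentration; after 72 h at 37 °C viability was read luminescently and curves fitted.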
ATXN2 expr inh: Primary qHTS for Inhibitors of ATXN expression; HEK-293 ATXN2-luciferase reporter, luminescence, 24 h; Potency, µM (series often up to 57 µM), for inactives: top-dose activity change, negative = inhibition, actives largely listed as inhibitors; actives 0.72% (n = 360,000); note: potency is the fitted concentration of half-maximal effect; % is set by controls: 0 for no effect and ±100 for the full control effect; nearly all actives have a fitted effect of over 55% in size
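qHTS (up to 57 uM final) was run with 24 h compound exposure of reporter cells at 37 °C. Each well was multiplexed: SteadyGlo luminescence measured ATXN2-luciferase expression after a fluorogenic Gly-Phe-AFC viability readout (25 uM final).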
SW480 rereplic: A quantitative high throughput screen for small molecules that induce DNA re-replication in SW480 colon adenocarcinoma cells. actives 1.8% (n = 340,000). SW480 DNA re-replication, Hoechst DNA content imaging, 48 h. Potency, µM (highest dose often 46.1 µM), for the others: top-dose re-replication activation, usual class: activators; note: potency is the fitted concentration of half-maximal effect; % of control where 0% means no effect; nearly all actives have a fitted effect of over 55% in size
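Cells (250 per well) received 23 nL compound or DMSO by pin tool and were kept 48 hr at 37 C, 5% CO2. Nuclei were then stained with Hoechst for 40 min and scanned for DNA content.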
Active calls of the source: *; i = inactive; ? = inconclusive; / = no result given; & = joins results of further samples; [ ] = remark or other dose. Unless noted, calls come from the whole dose curve; as a rule, active = well fitted curve in the direction sought with a large enough effect; inconclusive = small, poorly fitted or top-dose-only effect, or another doubt; inactive = no such curve, though single readings can be large; an effect the other way counts as inactive or inconclusive.

SMILES	HepG2 tox	IL-1B inflam inh	HT1080 IDH1KD tx	ATXN viability	HT1080-NT tox	MCF10A rerep	KB-3-1 tox	ATXN2 expr inh	SW480 rereplic
CN(C)c1nc(-c2ccccc2)ns1	-56%	-7	13%	i	16%	?	2%	33%[activator]	2%
CC(C)C(=O)Nc1ccc2c(c1)nc(CCN1CCCCC1)n2C	-11%	-24	3%	i	3%	?	4%	5%	-28%
O=C(Cc1ccc(Cl)cc1)N1CCC2(CC1)NCCc1[nH]cnc12	-16%	-12	-2%	i	7%	0%	1%	/	-30%
Cc1ccc(-c2nnc(NC(=O)CCS(=O)(=O)c3ccccc3)o2)c(C)c1	-7%	-6	-10%	i	-16%	?	-6%	-14%	4%
COc1cc(OC)c(N(C)S(=O)(=O)c2cccc(C(=O)OCC(=O)NCc3ccco3)c2)cc1Cl	0%	0	?	i	-22%	?	3%	?	-2%
Cc1cc2c(C)nc(N/N=C/c3ccc(F)cc3)nc2o1	0%	-5	25%	i	15%	-4%	-5%	3%	-3%
CCOc1cc(N2CCOCC2)c(OCC)cc1NC(=O)c1ccc(C)s1	-12%	-10	-13%	?	-1%	14%	-5%	/	?
Cc1ccsc1C1C2=C(CC(C)(C)CC2=O)Nc2ncnn21 (stereo unspecified)	5%	1	-6%	i	-6%	8%	-5%	-7%	-7%
C[C@@H](c1ccccc1)N1C[C@H](COCc2ccccc2)Oc2cc(N3CC[C@H](N(C)C)C3)ccc2S1(=O)=O	/	-9	?	16µM*	?	/	?	?	/
CC(C)(C)C1CCC(=O)N(CCSc2ccccc2)CC1 (stereo unspecified)	-37%&-19%	120	-5%	i	-5%	?	0%&-26%	79%[activator]	30%
COc1ccc(NC(=O)c2cccc(C#N)c2)cc1NS(=O)(=O)c1ccc(F)cc1	1%	2	0%	i	2%	10%	40%	-7%	-6%
COc1ccc(CC(=O)NC(=S)Nc2ccc(S(=O)(=O)NC(C)(C)C)cc2)cc1	4%	10	-17%	i	-23%	-1%	-3%	-12%	-2%
Cc1sc2nc(CSC(C)C(=O)Nc3cc(S(C)(=O)=O)ccc3Cl)[nH]c(=O)c2c1C (stereo unspecified)	8%	10	-8%	i	-12%	?	-11%	-4%	1%
Cc1cc(F)ccc1NC(=O)CCCN(C)S(=O)(=O)c1ccc(F)cc1	8%	-5	12%	i	12%	-8%	-6%	-13%	-3%
CCOc1ccc(C2CC(=O)c3c([nH]c(C(=O)OC)c3C)C2)cc1OC (stereo unspecified)	-7%	16	?	i	?	13%	-1%	-25%	13%
O=C(O)c1cccc2[nH]c(C(F)(F)F)nc12	8%	8	18%	i	10%	0%	7%	5%	-4%
COc1cccc(NC(=O)CN(C)C(=O)c2cc3c(s2)CCC3)c1	-3%	0	6%	i	3%	10%	12%	26%	-1%
CCCOc1ccc(/C=N/NC(=O)c2ccc(Cn3cc([N+](=O)[O-])cn3)o2)cc1	-16%	11	-7%	i	-10%	2%	9%	35%	-4%
Cc1ccc(CN2C(=O)C(F)(F)Oc3ccc(C)cc32)cc1	6%	36	0%	i	5%	/	0%	11%	/
CC1Cc2ccccc2N1c1ncnc2c1nnn2Cc1ccccc1 (stereo unspecified)	-4%	42	8%	i	5%	?	-20%	24%	2%
COCCn1c(=S)[nH]c2cc(C(=O)N3CCC(C(N)=O)(N4CCCCC4)CC3)ccc2c1=O	-3%	13	-4%	i	12%	-2%	5%	26%	-2%
COCCN1C(=O)CSCC1(C)C(=O)Nc1c(C)cccc1C (stereo unspecified)	/	-4	6%	/	10%	/	-3%	/	/
COc1ccc(CCNC(=O)CSc2nnc(-c3ccc(C)cc3)c(-c3ccc(C)cc3)n2)cc1OC	-35%	/	/	i	/	/	-10%	6%	/
Clc1ccc(CNc2ncnc3onc(-c4ccc(Cl)cc4)c23)cc1	-27%	/	/	i	/	/	-24%	-2%	/
CCOc1cc(S(=O)(=O)NCc2ccco2)c(OCC)cc1-n1cnnn1	12%	1	25%	i	0%	18%	-7%	9%	-11%
CCCc1nc2c(C)cc(Br)cn2c1Cc1ccccc1C(F)(F)F	10µM*	39	?	?	?	/	0%	?	/
Cc1cc(C)cc(OCC(=O)OCC(=O)Nc2ccc(Cl)cn2)c1	-34%	13	-12%	i	-3%	-1%	2%	10%	0%
CCc1nc2c(cnn2-c2ccc(C)cc2)c(=O)n1-c1ccc(C)cc1	-33%	/	/	i	/	/	?	8%	/
Cc1c(C(=O)NCc2ccccn2)sc(=O)n1Cc1ccc(-c2ccccc2)cc1	-9%	/	?	i	?	/	-18%	?	/
Cc1cc(=O)oc(C)c1C(=O)NCCN(C)Cc1ccccc1	1%	5	0%	i	1%	-8%	1%	-25%	0%
CCOC(=O)c1cc(Br)c(=O)n2ccccc12	-1%	11	10%	i	7%	-2%	2%	6%	-5%
COC(=O)c1sccc1NC(=O)Nc1ccc(C)cc1	-19%	8	-1%	i	-4%	1%	0%	9%	-8%
O=C(O)c1cccc(OCc2ccccc2Cl)c1	-8%	0	5%	i	9%	-18%	0%	-28%	1%
CCOC(CCNC(=O)c1cn(CC(C)C)c(=O)c2c1c1ccccc1n2C)OCC	-6%	33	19%	i	19%	1%	17%	?	6%
O=c1cc(-c2cccc3ccccc23)[nH][nH]1	3%	1	0%	?	6%	?	7%	4%	-2%
CC1(C(=O)OCC(=O)NNC(=O)COc2ccc(Cl)cc2)CC1(Cl)Cl (stereo unspecified)	24%	-2	1%	i	1%	-1%	15%	6%	-5%
O=C1SC(SCc2ccccc2Cl)=N/C1=C\c1ccc(C(=O)O)cc1	20%	-9	-7%	i	26%	?	-6%	-29%	?
CC(NC(=O)C1CCN(S(=O)(=O)N2CCCCCC2)CC1)c1ccccc1 (stereo unspecified)	-4%	0	-1%	i	7%[9.24 µM]	-2%	1%	14%	-5%
CCC(C)Sc1cccc(-c2nc3ccccn3c2NCc2ccccc2)c1 (stereo unspecified)	-39%	?	-7%	?	-20%	18µM*	0%	?	1%
CCN(CC(=O)Nc1c(F)cccc1F)C(=O)c1ccc(OC)c(S(=O)(=O)NC2CCCC2)c1	2%	-27	-1%	i	4%	/	-2%	/	/
CCN1CCC(CNCc2cn(-c3ccc(OC)cc3)nc2-c2ccccc2Cl)C1 (stereo unspecified)	-34%	-18	?	?	16µM*	?	?	-36%	?
Cn1cnnc1SCCNS(=O)(=O)c1cccc([N+](=O)[O-])c1	-12%	-2	7%	i	4%	-1%	/	2%	-1%
CC(=O)Nc1sc(N/N=C\c2ccccc2Cl)nc1-c1cccs1	-29%	-3	-27%	i	-11%	2%	16%	62%[activator]	-4%
COc1ccc(C(=O)Cc2cc3cccc(OC)c3oc2=O)cc1	1%	-25	3%	i	5%	-2%	-15%	/	-3%
COc1ccc(-c2nnc(SCCOc3ccccc3C)o2)cc1OC	-15%	/	/	i	/	/	-13%	-3%	/
CCOC(=O)c1ccoc1CSCC(=O)N1CCN(S(=O)(=O)c2ccc(C)cc2)CC1	-17%	?	11%	i	0%	10%	-10%	-38%	-1%
CCCN=C1N(CC)C[C@@H]2[C@@H]3C(=O)N(Cc4ccccc4)C(=O)[C@@H]3[C@](Cc3ccccc3)(C(=O)OC)N12	-1%	-9	8%	i	15%	2%	-9%	8%	-7%
CCCCOc1ccc(CSCCN)cc1Cl	-121%	-83*	-4%	i	8%	?	5%	-6%	11%
CN(C)CCn1nnnc1SCC1=C(C(=O)O)N2C(=O)[C@@H](NC(=O)Cc3csc(N)n3)[C@H]2SC1	13%	18	5%	i	-6%	2%	0%	4%&7%	2%
COC(=O)Cc1c(C)c2ccc(O)c(CN3CCCC(C)C3)c2oc1=O (stereo unspecified)	-46%	-2	1%	i	2%	13%	7%	0%	?
Cc1ccc(C2(CCN)CCOC(C(C)C)C2)cc1 (stereo unspecified)	4%	-3	-2%	i	2%	-2%	6%	5%	-3%
CN(C)/C=N/NC(=O)c1ccc(Cl)cc1	-4%	-4	6%	i	2%	1%	15%	-5%	0%
O=C(CSc1nnnn1-c1cccc(F)c1)NC1CCCCC1	8%	-3	-1%	i	0%	-3%	4%	-11%	-7%
CCOc1ccc(NC(=O)CC2C(=O)N(C)C(=S)N2Cc2ccc3c(c2)OCO3)cc1 (stereo unspecified)	2%	-20	-20%	i	-18%	5%	-4%	-8%	-1%
Cc1nn(C)cc1CNC(=O)C1CCC(=O)N(CC2CCCCC2)C1 (stereo unspecified)	-7%	4	-1%	i	0%	?	/	-16%	-1%

Structures listed above marked active in IL-1B inflam inh:
| canonical_smiles | IL-1B inflam inh | SW480 rereplic |
| --- | --- | --- |
| CCCCOc1ccc(CSCCN)cc1Cl | -83* | 11% |

3 compounds drawn at random from those above:
SMILES	HepG2 tox	IL-1B inflam inh	HT1080 IDH1KD tx	ATXN viability	HT1080-NT tox	MCF10A rerep	KB-3-1 tox	ATXN2 expr inh	SW480 rereplic
COC(=O)Cc1c(C)c2ccc(O)c(CN3CCCC(C)C3)c2oc1=O (stereo unspecified)	-46%	-2	1%	i	2%	13%	7%	0%	?
CCCN=C1N(CC)C[C@@H]2[C@@H]3C(=O)N(Cc4ccccc4)C(=O)[C@@H]3[C@](Cc3ccccc3)(C(=O)OC)N12	-1%	-9	8%	i	15%	2%	-9%	8%	-7%
Cc1cc2c(C)nc(N/N=C/c3ccc(F)cc3)nc2o1	0%	-5	25%	i	15%	-4%	-5%	3%	-3%

Assay outcomes (PubChem BioAssay)

Hits appear at their usual frequency. Share with any hit: about 8.9%.
